Bioassay records from PubChem.
HKDC1 inh = blocks human hexokinase HKDC1 activity; recombinant HKDC1, G6PDH/diaphorase resazurin coupled fluorescence; 340,000 compounds, 0.16% hits; inhibition, % at 20 µM; AID 493160;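 active = inhibition above about 35% when tested at 20 µM, limit read from the data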;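 note: plate controls were DMSO wells with enzyme for no effect and DMSO wells lacking enzyme for full effect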
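Test system: recombinant HKDC1 (HK5) hexokinase enzyme, produced in-house / Doses: 20 µM test compound, 1% DMSO / Timing: 90 min, room temperature / Detection: G6PDH/diaphorase-coupled fluorescence, 1 mM NADP, 100 µM resazurin, 525/613 nm / Control set: DMSO wells with and without enzyme mix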
SENP7 block = inhibitors of human SENP7 protease | Q9BQF6 | recombinant SENP7, Z-RLRGG-aminoluciferin luminescence, 40 min | inhibition, % at 5 µM | 330,000 compounds, 1.5% hits | AID 434973;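 active = inhibition above about 50% at the single test dose, limit read from the data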;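 note: plate controls were DMSO with enzyme for no effect and no enzyme buffer wells for full effect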
Target sequence (Q9BQF6 706-1050 limits assumed): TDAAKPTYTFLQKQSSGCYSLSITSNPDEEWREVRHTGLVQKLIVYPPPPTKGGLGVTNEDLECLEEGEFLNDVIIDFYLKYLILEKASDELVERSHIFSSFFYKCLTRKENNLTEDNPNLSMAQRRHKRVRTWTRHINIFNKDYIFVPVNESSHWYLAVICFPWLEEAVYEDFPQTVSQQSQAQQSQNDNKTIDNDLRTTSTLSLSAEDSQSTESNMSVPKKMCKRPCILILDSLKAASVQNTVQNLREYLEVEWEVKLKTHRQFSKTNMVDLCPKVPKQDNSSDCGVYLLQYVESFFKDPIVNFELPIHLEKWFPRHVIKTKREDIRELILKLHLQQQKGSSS
SENP8 block-1 = inhibitors of human SENP8 protease; Q96LD8; purified SENP8, Z-RLRGG-aminoluciferin cleavage, luminescence; inhibition, % at 10 µM; 330,000 compounds, 1.2% hits; AID 2540; in the data active = inhibition above about 50%
Target sequence (Q96LD8 whole entry, looked up): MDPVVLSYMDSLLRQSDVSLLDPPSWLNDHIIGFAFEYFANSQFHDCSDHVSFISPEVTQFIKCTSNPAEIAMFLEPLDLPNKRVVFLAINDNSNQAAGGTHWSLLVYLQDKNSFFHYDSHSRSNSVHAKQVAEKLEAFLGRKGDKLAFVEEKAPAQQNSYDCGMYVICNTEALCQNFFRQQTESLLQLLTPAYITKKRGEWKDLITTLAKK
Apaf-1 inh = human Apaf-1 inhibition | O14727 | reconstituted apoptosome caspase-3 activity, DEVD-Rh110 fluorescence | inhibition, % at 20 µM | 330,000 compounds, 0.71% hits | AID 489030; active = inhibition of at least 40% at 20 µM;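 note: plate controls were DMSO wells for no effect and DEVD-CHO caspase inhibitor wells for full effect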
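Material: reconstituted apoptosome with Apaf-1, cytochrome c, caspase-9, procaspase-3, dATP / Buffer or medium: pH 7.5 Hepes buffer with CHAPS, BSA, DTT / Also added: cytochrome c with DEVD-Rh110 / Schedule: compound with Apaf-1, dATP, procaspase-3 30 min, then 50 min reaction, room temperature / Technique: rhodamine 110 fluorescence at Ex 480/Em 540 nm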
PfGluPho inh = PfG6PD (Plasmodium falciparum) enzyme inhibition | PfGluPho enzyme, NADPH resazurin-diaphorase fluorescence | inhibition, % at 20 µM | 350,000 compounds, 0.78% hits;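 active = inhibition reaching at least a set limit at 20 µM in the primary screen, cut at about 59% in these data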;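 note: 0% = DMSO wells with substrate and 100% = DMSO wells lacking glucose-6-phosphate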
SENP1 inh = inhibitors of human SENP1 SUMO protease catalytic domain | recombinant SENP1 catalytic domain, CyPet-SUMO1-YPet FRET cleavage | inhibition, % at 10 µM | 360,000 compounds, 0.21% hits | Q9P0U3;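 active = inhibition at least 30% at 10 µM, raw YFP signal under a set limit, fluorescence ratio 0.5 to 1.5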;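 note: 0% = enzyme with DMSO and 100% = no enzyme wells; some results filed as inactive read as strong as hits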
Target sequence (Q9P0U3 419-644 limits assumed): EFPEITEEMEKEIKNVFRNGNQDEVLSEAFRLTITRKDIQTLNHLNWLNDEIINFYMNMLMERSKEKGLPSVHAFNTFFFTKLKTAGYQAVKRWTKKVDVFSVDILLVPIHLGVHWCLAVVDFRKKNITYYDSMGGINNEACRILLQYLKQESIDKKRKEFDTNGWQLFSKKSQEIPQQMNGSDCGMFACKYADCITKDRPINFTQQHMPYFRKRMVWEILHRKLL
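Test system: human SENP1 catalytic domain; medium: Tris pH 8 buffer plus EDTA, NaCl, BME, BSA, NP40, catalase; incubation: 50 min reaction at room temperature; technique: FRET, CFP and YFP emission; controls: no-enzyme low control and enzyme-plus-DMSO high control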
SENP6 block = SENP6 protease inhibition; Q9GZR1; Recombinant SENP6 catalytic domain, aminoluciferin luminescence; inhibition, % at 10 µM; 330,000 compounds, 1.8% hits; AID 2599;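 active = inhibition above about 50% at the single tested dose, limit read from the data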;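 note: plate controls were DMSO wells with enzyme for no effect and DMSO wells lacking enzyme for full effect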
SENP8 block-2 = SENP8 (human) protease inhibition; 360,000 compounds, 0.64% hits; inhibition, % at 20 µM; Q96LD8; recombinant SENP8, Nedd8 substrate fluorescence; AID 602440; in the data active = inhibition mostly above about 40%, no sharp cut-off; inactive = mostly below about 27%
* marks the source's active call; other numbers are inactive results.

`CCCCN(C(=O)c1ccc(N(C)S(=O)(=O)c2ccc(C)cc2)cc1)c1c(N)n(CC(C)C)c(=O)[nH]c1=O` gave HKDC1 inh -1, PfGluPho inh -13, SENP1 inh 3 and SENP8 block-2 7.
S=C(Nc1ccccc1)Nc1ccc2ccccc2c1 was read as HKDC1 inh 9, PfGluPho inh 13, SENP1 inh -2 and SENP8 block-2 -447.
Screening CSc1nc(Cl)c(Cc2ccc(OC(C)C)cc2)c(N2CCOCC2)n1 returned HKDC1 inh -1, SENP7 block -3, SENP8 block-1 -4, Apaf-1 inh 23, PfGluPho inh -13, SENP1 inh 3, SENP6 block 3 and SENP8 block-2 16.
Screening Cc1cc(C)cc(N(CC(=O)N2CCCCCC2)S(C)(=O)=O)c1 returned HKDC1 inh -4, SENP7 block -7, SENP8 block-1 -4, Apaf-1 inh -4, PfGluPho inh 9, SENP1 inh 1, SENP6 block -24 and SENP8 block-2 6.
CN(C)CCNC(=O)c1ccc(COc2ccc(Cl)cc2Cl)cc1 was read as HKDC1 inh 9, SENP7 block 13, SENP8 block-1 1, Apaf-1 inh 46*, PfGluPho inh 3, SENP1 inh 1, SENP6 block 2 and SENP8 block-2 27.
`Cc1nn(-c2ccccc2)c(Cl)c1/C=N\NC(=O)c1cncc(Br)c1` gave HKDC1 inh -7, SENP7 block -8, SENP8 block-1 3, Apaf-1 inh 11, PfGluPho inh -5, SENP1 inh 3, SENP6 block -10 and SENP8 block-2 16.
CC(C(=O)NC(=O)NC1CCCCC1)N1CCN(C(c2ccccc2)c2ccccc2)CC1 (stereo not drawn) was read as HKDC1 inh 8, SENP7 block -1, SENP8 block-1 -4, Apaf-1 inh 24, PfGluPho inh -3, SENP1 inh -2, SENP6 block -4 and SENP8 block-2 21.
Cc1cccc(C)c1NC(=O)CS(=O)CC(=O)Nc1ccc(F)cc1F (stereo not drawn) was read as HKDC1 inh -4, SENP7 block -4, SENP8 block-1 1, Apaf-1 inh -2, PfGluPho inh -3, SENP1 inh 0, SENP6 block -8 and SENP8 block-2 12.
Screening O=C(Cc1ccccc1)N/N=C/c1ccc2c(c1)OCO2 returned HKDC1 inh -10, SENP7 block 1, SENP8 block-1 -9, Apaf-1 inh 4, PfGluPho inh -2, SENP1 inh -1, SENP6 block -4 and SENP8 block-2 14.
`N#CCC(=O)Nc1ccc(C(=O)OCC(=O)NC(=O)NCc2ccco2)cc1` gave HKDC1 inh -6, SENP7 block 6, SENP8 block-1 -2, Apaf-1 inh -3, PfGluPho inh 1, SENP1 inh -21, SENP6 block -6 and SENP8 block-2 -19.
Screening CN(C)CCCN(C(=O)c1ccc(C(=O)c2ccccc2)cc1)c1nc2cc3c(cc2s1)OCO3 returned HKDC1 inh -8, SENP7 block -1, SENP8 block-1 -2, Apaf-1 inh 60*, PfGluPho inh 8, SENP1 inh 1, SENP6 block 2 and SENP8 block-2 14.
`COc1ccc(-c2nn(-c3ccccc3)cc2CNC[C@H]2O[C@@H](n3cnc(C(N)=O)n3)[C@H](O)[C@@H]2O)cc1` gave HKDC1 inh -2, PfGluPho inh 0, SENP1 inh -1 and SENP8 block-2 16.
Screening O=C(/C=C/c1ccccc1)COC(=O)c1ccccc1 returned HKDC1 inh 18, PfGluPho inh 11, SENP1 inh 1 and SENP8 block-2 4.
`O=C(COC(=O)CCC1CCCC1)NCc1ccc(Cl)cc1` gave HKDC1 inh -4, SENP7 block -4, SENP8 block-1 -7, Apaf-1 inh 17, PfGluPho inh -1, SENP1 inh 4, SENP6 block -6 and SENP8 block-2 17.
O=C(CN1CCCC1)NC(=O)NC1CCCC1 was read as HKDC1 inh -2, SENP7 block -4, SENP8 block-1 -13, Apaf-1 inh 4, PfGluPho inh -7, SENP1 inh 2, SENP6 block -13 and SENP8 block-2 10.
For CCn1c(SCC(=O)NC(C)C(C)C)nc2cc(S(=O)(=O)N3CCOCC3)ccc21 (stereo not drawn) the results were HKDC1 inh -1, SENP7 block 0, SENP8 block-1 -1, Apaf-1 inh 7, PfGluPho inh 10, SENP1 inh -2, SENP6 block -10 and SENP8 block-2 5.
`CC(=O)Nc1cccc(NC(=O)CSc2nc3c(=O)n(C)c(=O)n(C)c3n2C)c1` gave HKDC1 inh -3, SENP7 block -2, SENP8 block-1 -2, Apaf-1 inh -4, PfGluPho inh -5, SENP1 inh 0, SENP6 block 2 and SENP8 block-2 11.
Screening Cc1cc(=O)n2nc(N3CCCC(C(=O)NCc4ccc(Cl)cc4)C3)sc2n1 (stereo not drawn) returned HKDC1 inh 0, SENP7 block 4, SENP8 block-1 -1, Apaf-1 inh -5, PfGluPho inh 7, SENP1 inh 2, SENP6 block 3 and SENP8 block-2 15.
Screening Cc1cccc(CN2CCC(C(=O)Nc3ccc(-n4nc(C)cc4C)cc3)CC2)n1 returned HKDC1 inh 0, SENP7 block 2, SENP8 block-1 -1, Apaf-1 inh 11, PfGluPho inh 4, SENP1 inh 1, SENP6 block 6 and SENP8 block-2 4.
For COc1ccc(C2=C(C=C(C#N)C#N)C(c3ccccc3C)c3ccccc3O2)cc1OC (stereo not drawn) the results were HKDC1 inh 9, SENP7 block 7, SENP8 block-1 -4, Apaf-1 inh 18, PfGluPho inh -10, SENP1 inh -19, SENP6 block -15 and SENP8 block-2 -30.
`Cc1oc(-c2ccccc2Cl)nc1CSc1nc2c(c(=O)[nH]1)CCCC2` gave HKDC1 inh -5, SENP7 block -4, SENP8 block-1 -2, Apaf-1 inh -6, PfGluPho inh 16, SENP1 inh 0, SENP6 block 9 and SENP8 block-2 8.
Screening COc1ccc(-c2c(-c3cc(OC)cc(OC)c3)sc3ccc(OC)cc23)cc1 returned HKDC1 inh 1, SENP7 block 4, SENP8 block-1 -7, Apaf-1 inh 3, PfGluPho inh 0, SENP1 inh 0, SENP6 block -11 and SENP8 block-2 -51.
COc1ccc2c(c1)CC/C(=C/c1cc(OC)c(OC)c(OC)c1)C2=O was read as HKDC1 inh 10, SENP7 block 2, SENP8 block-1 -14, Apaf-1 inh -5, PfGluPho inh -2, SENP1 inh 0, SENP6 block -20 and SENP8 block-2 -4.
`COc1cc(NC2c3ccccc3C(=O)N2c2ccc(C)cn2)cc(OC)c1OC` (stereo not drawn) gave HKDC1 inh 15, SENP7 block 5, SENP8 block-1 10, Apaf-1 inh 5, PfGluPho inh 46, SENP1 inh 5, SENP6 block 9 and SENP8 block-2 -10.
`COC(=O)CCC(=O)N1CCc2cc(S(=O)(=O)N3CCc4ccccc43)ccc21` gave HKDC1 inh 1, SENP7 block -2, SENP8 block-1 -7, Apaf-1 inh 16, PfGluPho inh 7, SENP1 inh -2, SENP6 block 3 and SENP8 block-2 11.
COc1cccc(NC(=O)C23CCC(C)(C(=O)O2)C3(C)C)c1 (stereo not drawn) was read as HKDC1 inh 4, SENP7 block 7, SENP8 block-1 0, Apaf-1 inh 8, PfGluPho inh -33, SENP1 inh 1, SENP6 block -3 and SENP8 block-2 7.
`COc1ccccc1-c1cc(C(=O)Nc2cc(C)nn2-c2ccccc2)no1` gave HKDC1 inh -3, SENP7 block 3, SENP8 block-1 6, Apaf-1 inh 9, PfGluPho inh -25, SENP1 inh 2, SENP6 block -1 and SENP8 block-2 1.
`O=C(O)c1ccoc1CN1CCCCC1` gave HKDC1 inh -2, SENP7 block 2, SENP8 block-1 -3, Apaf-1 inh -2, PfGluPho inh 5, SENP1 inh 1, SENP6 block -13 and SENP8 block-2 11.
For COc1ccccc1NC(=O)NCCc1c[nH]c2ccccc12 the results were HKDC1 inh 2, SENP7 block -1, SENP8 block-1 1, Apaf-1 inh -9, PfGluPho inh 1, SENP1 inh 3, SENP6 block 0 and SENP8 block-2 28.
O=C(NCC(c1ccco1)N1CCCCC1)c1ccc(NS(=O)(=O)c2ccc(F)cc2)cc1 (stereo not drawn) was read as HKDC1 inh -5, SENP7 block -3, SENP8 block-1 6, Apaf-1 inh 12, PfGluPho inh -1, SENP1 inh -4, SENP6 block 3 and SENP8 block-2 3.
For CCn1c(CNC(=O)c2ccc(OC)c(OC)c2)nnc1SCC(=O)Nc1ccccc1 the results were HKDC1 inh -6, SENP7 block 6, SENP8 block-1 1, Apaf-1 inh -5, PfGluPho inh -7, SENP1 inh 0, SENP6 block -6 and SENP8 block-2 8.
CCN(Cc1ccccc1)c1ccccc1 was read as HKDC1 inh 0, PfGluPho inh -2, SENP1 inh -1 and SENP8 block-2 7.
Screening COC(=O)c1ccccc1Sc1c(/C=N/OC(=O)c2ccccc2)c(C(F)(F)F)nn1C returned HKDC1 inh 8, SENP7 block -6, SENP8 block-1 -6, Apaf-1 inh 4, PfGluPho inh 15, SENP1 inh 1, SENP6 block -9 and SENP8 block-2 21.
Screening COc1ccc2nc(NC(=O)CCN3C(=O)c4ccccc4C3=O)sc2c1 returned HKDC1 inh 6, SENP7 block 6, SENP8 block-1 -6, Apaf-1 inh 4, PfGluPho inh -12, SENP1 inh 2, SENP6 block 2 and SENP8 block-2 13.
CCOc1ccc(C(=O)NCCO)cc1 was read as HKDC1 inh -9, SENP7 block 1, SENP8 block-1 -2, Apaf-1 inh -14, PfGluPho inh 9, SENP1 inh 3, SENP6 block -2 and SENP8 block-2 2.
Cc1cc(=O)[nH]c(SCC(=O)NC(c2ccccc2)c2ccccc2)n1 was read as HKDC1 inh -3, SENP7 block -14, SENP8 block-1 -5, Apaf-1 inh -1, PfGluPho inh -34, SENP1 inh 2, SENP6 block -5 and SENP8 block-2 16.
OCC(O)[C@@H](O[C@H]1O[C@H](CO)[C@@H](O)[C@H](O)[C@H]1O)[C@H](O)[C@@H](O)CO (stereo partly drawn) was read as HKDC1 inh -10, SENP7 block 1, SENP8 block-1 -1, Apaf-1 inh -10, PfGluPho inh 5, SENP1 inh -2, SENP6 block -5 and SENP8 block-2 7.
CCN(CC(=O)Nc1ccc2c(c1)OCCO2)C(=O)CCOc1ccccc1 was read as HKDC1 inh -4, SENP7 block 7, SENP8 block-1 0, Apaf-1 inh 0, PfGluPho inh 6, SENP1 inh -1, SENP6 block -22 and SENP8 block-2 20.
For COc1ccc(C(=O)c2cnc[nH]2)cc1OC the results were HKDC1 inh -5, SENP7 block 6, SENP8 block-1 0, Apaf-1 inh -28, PfGluPho inh -20, SENP1 inh 1, SENP6 block -25 and SENP8 block-2 7.
CCN1CCN(c2c(Cl)cccc2NC(=O)c2ccc([N+](=O)[O-])cc2)CC1 was read as HKDC1 inh -4, SENP7 block 0, SENP8 block-1 5, Apaf-1 inh 5, PfGluPho inh 5, SENP1 inh -2, SENP6 block -3 and SENP8 block-2 3.
For Cc1ccc(C)c(OC(=O)CN2C(=O)c3ccccc3C2=O)c1 the results were HKDC1 inh -3, SENP7 block 1, SENP8 block-1 14, Apaf-1 inh 8, PfGluPho inh -9, SENP1 inh 2, SENP6 block -30 and SENP8 block-2 9.

Fetched by structure from above:
CCN1CCN(c2c(Cl)cccc2NC(=O)c2ccc([N+](=O)[O-])cc2)CC1 was read as HKDC1 inh -4, SENP7 block 0, SENP8 block-1 5, Apaf-1 inh 5, PfGluPho inh 5, SENP1 inh -2, SENP6 block -3 and SENP8 block-2 3.
CCN(Cc1ccccc1)c1ccccc1 was read as HKDC1 inh 0, PfGluPho inh -2, SENP1 inh -1 and SENP8 block-2 7.
